CDK5 p35 inh: inhibitors of human CDK5/p35 kinase, primary screen, biochemical, single concentration | hit rate 0.01% among 330,000 | Cyclin-dependent kinase 5 (Homo sapiens) + Cyclin-dependent kinase 5 activator 1 (Homo … | Recombinant CDK5/p35, ADP-Glo luminescence, 60 min | inhibition, % at 10 µM;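 active = highest replicate inhibition of at least 50% and at least 75% of replicates reaching 50%; inconclusive = only one of the two criteria met; inactive = both criteria failed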;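 note: plate controls were DMSO neutral control for no effect and GW8510 at 10 µM for full effect; many of its hits are not listed in these tables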
PvdQ inh: P. aeruginosa PvdQ acylase inhibitors, primary screen, biochemical, fluorescence, plate reader and imaging, single point; purified PvdQ acylase; PvdQ acylase [Pseudomonas aeruginosa LESB58]; hit rate 0.063% among 340,000; inhibition, % at 10 µM; AID 488965, 2010; in the data active = inhibition above about 30%, passing the limit was not always enough; inconclusive = no clear call, values can overlap the other calls;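 note: 0% = vehicle neutral wells and 100% = reference inhibitor wells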
V-ATPase pH: regulators of yeast V-ATPase proton pumping, primary screen, pHLuorin cytosolic pH fluorescence | S. cerevisiae | response, % at 10 µM | hit rate 0.37% among 350,000 | AID 504577, 2011; in the data active = response mostly above about 7.3%, no sharp cut-off; inactive = mostly below about 5.4%; note: actives read high; inactives centre near 0; some compounds called inactive have numbers as strong as hits; reference of the scale not given here
SR-BI HDL uptake: inhibitors of SR-BI mediated HDL lipid uptake, primary screen, ldlA[mSR-BI] cells, fluorescence, single point | Scavenger receptor class B member 1 (Mus musculus), Q61009 | ldlA[mSR-BI] CHO cells, DiI-HDL uptake fluorescence, 3 h | inhibition, % at 12.5 µM | hit rate 0.96% among 320,000;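 active = mean replicate inhibition of at least 70% and a set share of replicates each scoring 70 or more; inconclusive = meets just one of the two criteria; inactive = fails both criteria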;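 note: 0% = median of neutral control wells and 100% = median of positive control wells; values of inactives mirror those of a sister screen read the other way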
MITF act: activators of MITF-driven TRPM1 promoter reporter, primary screen, cell-based, SK-MEL-5, luciferase, single point; SK-MEL-5 TRPM1-promoter luciferase, 24 h; % of positive control, neutral wells = 0; activation, % at 12.5 µM; hit rate 0.75% among 300,000;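 active = mean activation of at least 80% with every replicate also reaching 80%; inconclusive = mean reaches 80% but some replicate falls short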;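 note: 0% = neutral control wells and 100% = parthenolide positive control wells; values of inactives mirror those of a sister screen read the other way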
NSD2 HMT inh: NSD2 histone methyltransferase inhibitors, primary screen, biochemical, AlphaScreen, single concentration, set 2; AID 743445, 2014; hit rate 0.54% among 310,000; NSD2 peptide methylation, 120 min; Histone-lysine N-methyltransferase NSD2 (Homo sapiens), O96028; inhibition, % at 12.5 µM; in the data active = inhibition above about 50%
Target sequence (O96028 whole entry, looked up): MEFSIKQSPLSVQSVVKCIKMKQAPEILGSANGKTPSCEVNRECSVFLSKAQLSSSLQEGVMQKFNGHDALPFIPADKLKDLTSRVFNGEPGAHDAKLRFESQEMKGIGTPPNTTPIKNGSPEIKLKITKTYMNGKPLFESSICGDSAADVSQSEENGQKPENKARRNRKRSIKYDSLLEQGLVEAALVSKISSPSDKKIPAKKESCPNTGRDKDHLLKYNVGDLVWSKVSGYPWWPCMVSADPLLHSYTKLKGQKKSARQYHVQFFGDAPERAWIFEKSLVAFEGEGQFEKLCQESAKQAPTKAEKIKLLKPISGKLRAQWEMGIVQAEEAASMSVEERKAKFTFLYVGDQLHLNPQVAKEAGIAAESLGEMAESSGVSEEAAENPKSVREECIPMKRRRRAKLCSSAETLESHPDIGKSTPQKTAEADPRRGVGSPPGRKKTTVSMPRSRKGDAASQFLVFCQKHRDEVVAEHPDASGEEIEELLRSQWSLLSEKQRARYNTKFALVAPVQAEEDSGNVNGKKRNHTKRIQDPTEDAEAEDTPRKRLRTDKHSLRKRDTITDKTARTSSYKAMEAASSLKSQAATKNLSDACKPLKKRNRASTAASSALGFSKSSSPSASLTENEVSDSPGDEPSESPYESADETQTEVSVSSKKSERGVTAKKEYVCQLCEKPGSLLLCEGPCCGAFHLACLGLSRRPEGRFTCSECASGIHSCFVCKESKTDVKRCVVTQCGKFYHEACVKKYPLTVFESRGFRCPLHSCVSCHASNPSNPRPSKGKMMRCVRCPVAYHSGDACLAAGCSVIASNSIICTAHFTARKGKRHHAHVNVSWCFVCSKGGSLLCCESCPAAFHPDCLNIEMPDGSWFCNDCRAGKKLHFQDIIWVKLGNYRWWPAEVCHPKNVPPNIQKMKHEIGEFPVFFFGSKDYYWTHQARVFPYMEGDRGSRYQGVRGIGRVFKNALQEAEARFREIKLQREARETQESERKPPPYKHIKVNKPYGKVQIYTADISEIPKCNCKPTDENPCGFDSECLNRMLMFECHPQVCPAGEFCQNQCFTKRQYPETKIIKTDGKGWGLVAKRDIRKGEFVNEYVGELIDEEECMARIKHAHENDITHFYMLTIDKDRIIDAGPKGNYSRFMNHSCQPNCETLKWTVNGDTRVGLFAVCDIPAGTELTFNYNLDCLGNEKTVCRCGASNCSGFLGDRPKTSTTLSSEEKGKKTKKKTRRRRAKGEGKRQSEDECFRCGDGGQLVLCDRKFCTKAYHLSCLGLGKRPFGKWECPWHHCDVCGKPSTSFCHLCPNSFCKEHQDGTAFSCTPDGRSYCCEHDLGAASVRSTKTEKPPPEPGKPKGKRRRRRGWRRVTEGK
dFosB act: activators of delta FosB homodimer, primary screen, biochemical, fluorescence polarization, TAMRA-CDK5 oligo, single point | Protein FosB (Mus musculus), P13346 | purified delta FosB; percent of positive-control signal above neutral wells | activation, % at 25 µM | hit rate 0.99% among 340,000 | AID 493131, 2011;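 active = mean activation above about 17%, with every replicate also reaching it, limit read from the data, passing the limit was not always enough; inconclusive = only one of the two conditions met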;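 note: fluorescence polarization rise as delta FosB binds a TAMRA Cdk5 AP-1 oligo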
HTR5A ag ctr: HTR5A agonists in luminescence cell assay, primary screen, counter-screen for OPRM1-OPRD1 heterodimer agonist project, full-deck HTS; 5-hydroxytryptamine receptor 5A (Homo sapiens), P47898; cell-based; activation, % at 9.3 µM; hit rate 0.61% among 340,000; AID 504692, 2011; in the data active = activation mostly above about 9.5%, no sharp cut-off; inactive = mostly below about 7.6%;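 note: 0% = cells with vehicle only and 100% = reference agonist; strong numbers were not always called active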
Wnt bcat act: Wnt/beta-catenin pathway activators, primary screen, cell-based, plate reader, single point; Wnt/beta-catenin reporter cell assay, activator; activation, % at 9.35 µM; hit rate 1.2% among 300,000; AID 743398, 2014; in the data active = activation above about 30%, passing the limit was not always enough; inconclusive = no clear call, values can overlap the other calls;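 note: 0% = neutral control wells and 100% = positive control wells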
HTR5A inv ag: HTR5A inverse agonists in luminescence cell assay, primary screen, counter-screen for OPRM1-OPRD1 heterodimer inverse agonist project, full-deck HTS; AID 504634, 2011; hit rate 0.083% among 340,000; inhibition, % at 9.3 µM; 5-hydroxytryptamine receptor 5A (Homo sapiens), P47898; HTR5A cell line, inverse agonism; in the data active = inhibition mostly above about 23%, no sharp cut-off; inactive = mostly below about 18%;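 note: 0% = cells with DMSO and 100% = no-cell wells with DMSO; some compounds called inactive have numbers as strong as hits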
Starred values were filed as active, the others as inactive; ? = inconclusive; / = no result given.

SMILES	CDK5 p35 inh	PvdQ inh	V-ATPase pH	SR-BI HDL uptake	MITF act	NSD2 HMT inh	dFosB act	HTR5A ag ctr	Wnt bcat act	HTR5A inv ag
Cc1cc(NC(=O)c2ccc(Cl)c(S(=O)(=O)N3CCCCC3)c2)no1	-0.5	-13	5	4	-4	0	-8	-4	2	-11
CC(/C=N/Nc1ncc(C)c(=O)[nH]1)=C\c1ccccc1	1.3	-2	-4	-12	22	1	-6	-1	-2	13
O=C(OCc1ccccc1C(F)(F)F)c1cc([N+](=O)[O-])ccc1N1CCOCC1	-3.9	14	-3	54	7	9	-6	1	-1	0
CC(C)[C@H](Nc1ccc(S(=O)(=O)N2CCOCC2)cc1[N+](=O)[O-])C(=O)OCC(=O)N(C(C)C)C(C)C	-0.1	-3	-2	/	-5	3	-9	2	/	-7
O=C(CSc1n[nH]c(=O)[nH]c1=O)NC1CCCCC1	2.1	11	-6	12	-9	/	-9	0	1	0
O=C(NC1CCCCC1)n1c(=O)oc2cc(S(=O)(=O)N3CCCCC3)ccc21	-0.2	2	0	-2	7	-4	4	2	/	0
C/C(=N\OC(=O)c1ccc(F)cc1)c1sc(-c2ccccc2)nc1C	0.4	-14	-1	9	/	1	-1	5	-2	-14
Cc1noc(C)c1COc1ccc(C(=O)NCc2cccs2)cc1	0.2	1	3	29	-7	0	-8	-3	0	9
COc1ccc(CC(=O)NC(C)(C)CC(C)=O)cc1OC	0.5	1	1	-19	-3	1	3	-4	/	11
O=C(N/N=C\c1cccc(Br)c1)c1ccccc1-n1cccc1	-1.2	-6	0	36	1	23	-1	-4	-3	-25
COc1ccc(CCNC(=S)Nc2ccc(S(=O)(=O)Nc3ncccn3)cc2)cc1OC	2.0	-2	-3	-11	9	-2	1	0	0	1
CCCn1c(N)c(C(=O)CSc2n[nH]c(-c3ccc(C)cc3)n2)c(=O)[nH]c1=O	-0.9	-9	4	14	-6	0	28*	-1	1	10
O=C(NNc1cccc(Cl)n1)c1ccc(Cl)nc1	-1.8	-14	-3	-12	15	-3	3	-8	1	21
Cn1cccc1C1CCCN1CC(=O)Nc1ccc(C(N)=O)cc1 (centres undefined)	0.7	-9	0	-15	-1	-2	1	5	-3	-13
COc1ccc(C(=O)Nc2ccc(Cl)cc2C(=O)NCCO)cc1	2.1	0	-6	22	3	-2	-7	-3	/	3
COc1ccc(C2(CNC(=O)c3ccc(C)cc3)CCOCC2)cc1	-2.9	-13	0	-20	-17	-3	-4	7	-1	-4
Cc1cccc(C)c1OCC(=O)NNC(=O)CCCn1c(=O)oc2ccccc21	0.8	-13	3	-20	/	-2	-3	5	-1	-12
O=C(NCc1ccco1)c1cnn2c(C(F)(F)F)cc(-c3cccs3)nc12	-0.4	4	-12	8	-9	-1	-10	-2	/	3
C=CCC[C@H](Cc1ccc(F)cc1)C(=O)OC[C@@H]1CCCN1C(=O)[C@@H](CC=C)CC(=O)NCCO	-0.3	-12	2	-22	6	/	-12	2	-4	11
CCNC(=S)NN=C1CCC(C(C)(C)C)CC1 (centres undefined)	0.2	7	-7	3	/	5	-1	7	-2	-9
O=C(O)/C=C/c1ccc([N+](=O)[O-])o1	-0.3	-12	-1	-25	-6	41	-11	2	0	0
COc1ccccc1NC(=O)c1cc(C(=O)Nc2ccccc2OC)cc(N2C(=O)CCC2=O)c1	1.1	1	-4	-1	-8	-2	-6	2	-5	-6
COc1ccc2c(c1)C[C@]1(C)c3ccccc3C(=O)N(Cc3ccccc3)[C@H]21	-0.2	-12	1	32	4	/	-2	-1	-4	12
O=c1cc(-c2ccccc2)nc2nc(CCc3ccccc3)[nH]n12	-3.0	-27	16*	-4	-5	-2	-2	6	/	-5
CCOc1ccc(NC(=O)C2CC(=O)N(C)C(=Nc3ccc4c(c3)OCO4)S2)cc1 (centres undefined)	-0.6	-4	4	-5	-1	-2	2	-2	0	-3
SMILES	CDK5 p35 inh	PvdQ inh	V-ATPase pH	SR-BI HDL uptake	MITF act	NSD2 HMT inh	dFosB act	HTR5A ag ctr	Wnt bcat act	HTR5A inv ag
CCOC(=O)Cc1csc(NC(=O)CSc2nnc(-n3nc(C)cc3C)c3ccccc23)n1	-0.2	-3	8	-27	-16	4	-12	3	/	-8
CCOc1ccccc1NC(=S)N(CCOC)C1CCN(C(C)=O)CC1	0.9	-15	-4	/	3	0	-6	15*	-2	12
COc1ccc(NC(=O)c2cc([N+](=O)[O-])ccc2N2CCCCC2)cc1	-0.5	-6	5	90*	-6	45	-4	1	-3	8
CCOC(=O)C1=C(N)Oc2cc(O)ccc2C1c1ccc([N+](=O)[O-])cc1 (centres undefined)	-1.1	3	1	39	-10	1	1	-5	-1	13
Cc1ccc(C(N)=O)cc1S(=O)(=O)Nc1cccc(C)c1C	0.0	-12	1	-35	/	-1	0	2	/	-30
O=C(COc1ccccc1)Nc1cccc2c1CCCC2	1.7	-12	0	9	-5	0	-9	2	/	-4
COC(=O)c1cc(Br)c(=O)n(-c2ccccc2F)c1	-1.2	-12	6	-21	-3	-1	-1	-4	-1	-22
c1ccc(-c2oc3ncnc(NCCCn4ccnc4)c3c2-c2ccccc2)cc1	-0.9	-13	5	35	-3	/	-1	1	/	-3
COc1ccc2c(c1)c(/C=N/Nc1nc3ccccc3[nH]1)c(C)n2C	1.5	-14	4	65	/	3	11	-4	57*	-39
CCCN(CCC(=O)Nc1cc(OC)cc(OC)c1)CC1CC1	-0.3	-20	8	-36	-7	16	-4	-1	-1	11
O=C(O)CCc1ccc(-c2ccccc2)n1NC(=O)c1cccs1	0.1	10	1	10	2	3	5	0	-3	-1
O=c1ccc2cc(S(=O)(=O)N3CCN(c4ccccc4F)CC3)ccc2[nH]1	-0.8	-11	-1	20	/	/	-9	1	-1	-31
Cc1ccc(S(=O)(=O)CCc2nc3ccccc3[nH]2)cc1C	-0.9	-10	3	6	-2	0	2	-6	0	14
COc1ccc(C(=O)NC2CCCc3c2cnn3-c2ccccc2F)o1 (centres undefined)	-9.3	-8	0	0	-8	2	-8	0	-2	10
O=C(NCc1ccc2c(c1)OCO2)Oc1ccccc1	-0.6	0	5	-28	43	/	4	-4	3	-1
CCOc1ccc(CN(C(=O)c2ccccn2)c2ccc(OC)c(Cl)c2)cc1	0.2	-6	-1	-4	21	-1	-10	7	3	-58
CN1CCN(c2ccc(NC(=O)c3cccs3)cc2)CC1	1.5	9	6	10	55	5	-1	-2	12	5
Cc1ccc(CNC(=O)C2CCC(=O)N(CCc3ccccn3)C2)s1 (centres undefined)	-0.8	-8	0	-2	-5	-1	-6	0	1	-15
CN(C=C1C(=O)CC(C)(C)CC1=O)CCN1CCNCC1	-1.1	1	-4	-27	9	-10	-7	4	/	-18
CCCC(NS(=O)(=O)c1ccc(C)cc1)C(=O)O (centres undefined)	0.5	-22	-2	11	18	-2	7	2	0	-12
Cc1nc(Nc2ncc3c(n2)CC(C)(C)CC3=O)nc2ccccc12	-0.5	-2	4	/	7	0	-2	-1	3	7
CN(C)c1ccc(CNC2C3CC4CC(C3)CC2C4)cc1 (centres undefined)	0.0	6	-3	12	/	21	1	-4	/	11
O=C(CSc1nc2ccccc2o1)Nc1nc(-c2ccccc2)c(-c2ccccc2)s1	2.2	-7	-2	22	-5	-1	-2	2	-4	31
CCOC(=O)CNc1c(-c2ccccc2)nc2ccc(Cl)cn12	-1.3	-2	3	1	13	0	2	1	23	-20
Cc1cc([N+](=O)[O-])nn1CC(=O)Nc1ccc(F)cc1	1.1	-14	-4	-5	-5	-1	-2	0	5	-16
SMILES	CDK5 p35 inh	PvdQ inh	V-ATPase pH	SR-BI HDL uptake	MITF act	NSD2 HMT inh	dFosB act	HTR5A ag ctr	Wnt bcat act	HTR5A inv ag
NS(=O)(=O)c1cc(C2(O)NC(=O)c3ccccc32)ccc1Cl (centres undefined)	-1.0	-8	7	-5	17	/	-5	0	-5	6
COc1ccc(-n2nnnc2SCC(=O)Nc2ccccc2)cc1	/	-11	-4	9	4	-3	-10	0	7	-14
Cc1cc(C2=NNC(=Nc3ccc(S(=O)(=O)N4CCOCC4)cc3)SC2)c(C)n1C	0.4	-18	-1	-5	-10	0	-7	0	-3	-1
COC(CNC(=O)CN1C(=O)COc2ccc(S(=O)(=O)N3CCOCC3)cc21)OC	-2.9	-10	0	-3	3	-4	-6	5	-2	-4
COc1ccc(-n2nnnc2SCC(=O)N2CCN(C(=O)c3ccco3)CC2)cc1OC	1.2	4	1	-6	-8	-1	1	-1	-1	4
COc1ccc2[nH]cc(CCNC(=O)Cc3ccc(F)cc3)c2c1	1.0	-2	7	14	1	-6	2	5	0	-15
CSc1ccccc1NC(=O)Nc1ccccc1Cl	-3.0	-10	-3	/	18	0	-7	-8	5	-35
CN(Cc1ccccc1F)C(=O)CCNC(=O)c1ccc(C(C)(C)C)cc1	1.0	-12	0	-11	-3	1	-11	0	7	0
Cc1[nH]c2ccccc2c1C(c1ccncc1)N1CCN(c2ccc(F)cc2)CC1 (centres undefined)	-2.0	-9	0	-6	10	3	-1	5	/	-27
COc1ccc([N+](=O)[O-])cc1NC(=O)c1csc(C)c1	-0.9	-19	1	6	-5	1	6	1	13	-2
Cc1c(O)c(=O)c2ccccc2n1C	0.0	-38	1	-2	8	/	-10	0	-1	-15
Nc1ccccc1Nc1cc(-c2ccccc2)nn1-c1ccccc1	1.8	-6	4	17	10	-1	-1	1	-4	-3
CC1CC(C)CN(C(=O)CCCNC(=O)c2ccc(Cl)cc2)C1 (centres undefined)	1.3	12	0	-17	5	7	4	-2	-2	8
Cn1c(=O)[nH]c2c(cnn2C)c1=O	0.6	-12	2	-9	-11	2	1	-1	-1	4
Cc1cc(=O)oc2cc(NC(=S)NCc3ccccn3)ccc12	1.2	-11	-2	8	26	3	-9	1	9	-2
Cc1nnc(SCC(=O)N(Cc2ccccc2)C(C)C)n1-c1ccccc1	1.5	-7	-4	-7	1	-1	8	7	/	-21
CNC(=S)SCCOc1ccccc1C	0.2	-10	4	7	1	-2	1	-1	2	13
CCC(C)NS(=O)(=O)c1ccc(OCC(=O)N2CCCC2)cc1 (centres undefined)	-0.6	-8	-3	-35	-1	3	-3	2	-6	-24
Cc1nc2c([N+](=O)[O-])c(C)c(C)cc2[nH]1	0.3	-8	-1	-3	-3	12	1	1	-1	-3
CCCC(=O)Nc1ccc(N2CCN(S(C)(=O)=O)CC2)cc1	-1.2	-13	1	-21	9	-2	1	-10	-1	25
Cc1nn(-c2nc3ccccc3s2)c(N)c1-c1ccccc1	0.2	-8	1	55	?	-1	0	3	?	13
Cc1ccc2nc(NC(=O)CSc3nc4c(c(=O)n3C)SC(C)C4)sc2c1 (centres undefined)	-0.7	16	-1	22	-2	/	6	4	/	3
C/C(O)=C\c1nc2ccccc2oc1=O	0.9	10	-4	-29	/	-1	0	1	/	-2

Compound activity deposited in PubChem by several laboratories.
